Screening data (PubChem BioAssay)
Growth percent in the NCI-60 one-dose screen (48 h, 10 µM unless noted): 100 = growth as untreated, 0 = no growth, -100 = all killed.
U251 = U251 CNS tumor cells; 5.4% of 80,000 active; AID 1794753
SF-295 = SF-295 CNS cancer cells; 5.6% of 79,000 active; AID 1794758
KM12 = KM12 colon cancer cells; 5% of 82,000 active; AID 1794800
SNB-19 = SNB-19 CNS cancer cells | 2.5% of 81,000 active | AID 1794751
HCC-2998 = HCC-2998 colon cancer | 4.7% of 79,000 active
SF-539 = SF-539 CNS cancer; 6.8% of 81,000 active; AID 1794752
SF-268 = SF-268 CNS cancer cells; 3.1% of 82,000 active
HCT-116 = HCT-116 colon cancer; 7.3% of 82,000 active; AID 1794798
SNB-75 = SNB-75 CNS cancer | 5% of 79,000 active | AID 1794750
Starred values were filed as active, the others as inactive; / = no result given; & = joins results of further samples; [ ] = remark or other dose. How the source made its calls: active means growth percent below 10; inactive means the rest. This is a random part of the collection, and some 11% of all compounds hit somewhere here.

SMILES	U251	SF-295	KM12	SNB-19	HCC-2998	SF-539	SF-268	HCT-116	SNB-75
C#Cc1cccc(NC(=O)c2cccc(NC(=O)CCl)c2)c1	-94*[8.25 µM]	22[8.25 µM]	17[8.25 µM]	12[8.25 µM]	74[8.25 µM]	-97*[8.25 µM]	8.4*[8.25 µM]	-20*[8.25 µM]	-22*[8.25 µM]
CCOC(=O)COc1ccc(Cl)cc1	94	100	112	109	117	111	114	103	90
CC1CN(CCCO)C(C)CN1CCCO (centres undefined)	93	113	106	107	99	101	103	98	77
COc1cc(C2C3=C(CC(C)(C)CC3=O)N(CCO)c3cc4c(cc32)CCC4)cc(OC)c1OC (centres undefined)	88	99	86	84	93	99	92	44	112
O=[N+]([O-])c1ccc(/C=N/Nc2ccc3nnc(-c4ccccc4)n3n2)cc1	106	107	102	98	108	106	95	103	105
Brc1ccsc1Br	109	126	111	106	105	106	113	105	84
N#CC1(Nc2ccc(S(N)(=O)=O)cc2)CCCC1	109	113	103	103	104	/	107	110	106
Nc1cc([N+](=O)[O-])cc(S(=O)(=O)O)c1O	107	109	117	104	107	100	115	104	/
COC1=C[C@@]23CCC(=O)N2CCc2cc4c(cc2[C@H]3[C@H]1OC(=O)C(C)(C)O)OCO4	104	96	101	94	103	94	104	101	74
O=C(O)Cc1ccccc1[N+](=O)[O-]	91	98	114	96	97	97	106	97	92
Cn1cc(-c2noc(-c3cn(C)c4ncc(Br)cc34)n2)c2cc(Cl)ccc21	97	63	76	63	94	49	59	35	56
Cc1ccc(C(C(=O)NC2CCCCC2)N(Cc2ccccc2Cl)C(=O)c2ccc(CN3CCOCC3)o2)o1 (centres undefined)	103	92	99	86	95	99	84	89	80

The last 2 entries of the part before are carried over, then new ones follow.
SMILES	U251	SF-295	KM12	SNB-19	HCC-2998	SF-539	SF-268	HCT-116	SNB-75
Cn1cc(-c2noc(-c3cn(C)c4ncc(Br)cc34)n2)c2cc(Cl)ccc21	97	63	76	63	94	49	59	35	56
Cc1ccc(C(C(=O)NC2CCCCC2)N(Cc2ccccc2Cl)C(=O)c2ccc(CN3CCOCC3)o2)o1 (centres undefined)	103	92	99	86	95	99	84	89	80
O=C(Nc1cccc(-n2ccc3c(NC(=O)c4ccccc4)nccc32)c1)c1cccc(C(F)(F)F)c1	7.1*	-8.4*	-3.3*	29	32	4.4*	15	1.3*	45
NC(=O)c1ccc2c(c1)CN(c1ncc(Cc3ccc(-n4cccn4)cc3)s1)CC2	79	55	77	82	77	72	87	45	81
O=c1nccc[nH]1	102	116	106	109	117	109	106	99	106
Cn1c(=O)c2[nH]c(CCC3CCCC3)nc2n(C)c1=O	103	119	97	95	118	98	99	105	95
COc1ccccc1/C=C(\C#N)C(=O)O	99	118	108	99	93	112	103	99	/
O=C1CCc2ccc(OCc3cn(Cc4ccccc4)nn3)cc2N1	103	121	100	102	131	99	108	113	95
O=C1CCC(Nc2ccc3cccc(O)c3n2)N1 (centres undefined)	104	97	101	105	103	95	102	94	99
CCCCc1ccc(NC(=O)N(CCCl)N=O)cc1	81	74	94	89	117	82	79	97	90
CC(CCC(=O)O)(c1ccc(O)c(CN(c2ccccc2)c2ccccc2)c1)c1ccc(O)c(CN(c2ccccc2)c2ccccc2)c1	91	/	101	103	115	87	102	99	89
Cc1ccc(C2=NN(c3ccc(S(C)(=O)=O)cc3)C(=O)CC2)cc1	/	/	35	55	47	-7.9*	55	18	8.1*
O=C(NC1CCCCC1)c1ccc(Cl)cc1Cl	108	114	107	113	102	98	112	110	95
COc1cc2nc(-c3ccc(C)cc3)cc(OCCCNCC3CCCO3)c2cc1OC (centres undefined)	67	60	60	92	83	74	80	41	81
CCc1ccc(N2CCC(=O)NC2=S)cc1	94	103	101	94	99	95	95	100	77
CC(=O)c1cn(C(C)=O)c2ccccc12	99&101	98&100	99&102	113&101	101&113	108&97	95&105	97&81	75&94
Cc1cccc(Cc2cnc(NC(=O)c3cc(C)oc3C)s2)c1	53	20	22	72	49	64	61	72	77
O=C1CC(c2ccccc2)CC2=C1C(c1c[nH]c3cccc(F)c13)Cc1c(F)cccc1N2 (centres undefined)	74	98	88	71	104	86	74	60	96
COC(=O)[C@@H]1CCCN1C(=O)[C@H]1CCCN1C(=O)[C@@H](Cc1c[nH]c2ccccc12)NC(=S)Nc1cc(C(F)(F)F)cc(C(F)(F)F)c1	/	-52*	40	38	21	62	38	37	47
CCOC(=O)C1=C(CSc2nnnn2-c2ccccc2)N(C)C(=O)NC1c1ccccc1 (centres undefined)	116	89	99	97	123	107	100	88	92
COc1ccc(/C=N\Nc2nc(SCC(C)C)nc(-c3ccc(OC)cc3)c2C#N)cc1	-7.9*	-5.6*	63	31	64	53	51	2.3*	-23*
CN1CCN(c2ccc(Nc3c4ccccc4nc4ccccc34)cc2)CC1	100	/	105	107	113	100	107	104	97
O=C1NC(=O)C(c2coc3ccc(F)cc23)=C1c1c[nH]c2ccccc12	89	92	92	90	106	91	92	90	107
C1CCC2OCOCC2C1 (centres undefined)	106	108	108	94	104	100	107	101	101
Oc1ccc(O)c(O)c1	98	105	103	106	101	100	102	108	99
FC(F)(F)Oc1ccc2nc3nc4ccc[nH]c4cc3c2c1	66	98	73	58	97	85	82	81	62

Gathered by group: those above containing an aryl thioether with sulfur outside any ring (2)
SMILES	U251	SF-295	KM12	SNB-19	HCC-2998	SF-539	SF-268	HCT-116	SNB-75
CCOC(=O)C1=C(CSc2nnnn2-c2ccccc2)N(C)C(=O)NC1c1ccccc1 (centres undefined)	116	89	99	97	123	107	100	88	92
COc1ccc(/C=N\Nc2nc(SCC(C)C)nc(-c3ccc(OC)cc3)c2C#N)cc1	-7.9*	-5.6*	63	31	64	53	51	2.3*	-23*

Additional structures.
SMILES	U251	SF-295	KM12	SNB-19	HCC-2998	SF-539	SF-268	HCT-116	SNB-75
Cc1ccc2c(c1)=C/C(=C/c1sc(Nc3ccc(S(N)(=O)=O)cc3)nc1O)C(=O)N=2	102	103	106	93	108	97	102	104	104
Cc1c(C(=O)NNC(=O)Nc2ccc(Cl)cc2)nnn1-c1ccc(Cl)cc1	98	93	100	89	102	94	100	92	56
CCOC(=O)c1cnc2ccccc2c1Nc1cccc(NS(C)(=O)=O)c1	100	106	101	98	106	104	100	32	94
C[C@]12CC[C@@H]3c4ccc5nc6ccccc6cc5c4CC[C@H]3[C@@H]1CCC2=O	55	65	50	74	75	46	76	67	49
CS(=O)(=O)Nc1cc(-c2ccc3ncnc(Nc4ccc(F)c(Cl)c4)c3c2)cnc1Cl	3.1*	-18*	7.7*	20	16	6.3*	12	1.3*	-16*
O=C(NCCc1ccccc1)C(O)C(Cc1ccccc1)N(Cc1ccccc1)Cc1ccccc1 (centres undefined)	57	50	50	77	68	79	65	26	80
CC(C)CNCC(O)COc1ccc(C(C)(C)c2ccc(OCC(O)CNCC(C)C)cc2)cc1 (centres undefined)	-5.6*	32	37	52	-25*	-41*	55	0.3*	64
O=C(CCl)n1nnnc1Cc1ccccc1	90	91	116	96	95	92	106	102	85
Brc1ccccc1-c1nnc(Cn2cc(-c3ccccc3)nn2)o1	91	108	103	103	104	99	96	89	98
NNc1nc2[nH]c(=O)ccc(=O)n2n1	97	97	104	101	103	93	109	105	95
Cc1ccc(/C(N)=N/C(N)=N/c2nc3ccccc3s2)cc1	82	33	64	95	104	108	103	86	96
Cc1ccccc1OCC1COCN(C(C)(C)CO)CO1 (centres undefined)	108	98	99	/	98	93	99	109	86
O=C(Nc1ccc(Cl)c([N+](=O)[O-])c1)Nc1nc2ccccc2s1	84	71	106	84	86	84	106	66	94
Nc1ccc2[nH]c(=S)sc2c1	112	95	101	95	/	111	97	99	84
O=C1C(Cl)=C(NCc2ccc(Cl)cc2)C(=O)N1c1cccc(C(F)(F)F)c1	93	104	93	96	93	92	96	91	68
O=C(O)c1cnc[nH]1	97	117	105	109	100	107	104	99	84
COc1ccc(-c2cc(C(=O)N=Nc3c(O)n(Cc4ccccc4)c4ccccc34)no2)cc1	/	100	101	95	107	97	100	100	83
C#CC(=O)/C=C/CCCCCCC#CC(=O)CCC(=O)C#CCCCCCC/C=C/C(=O)C#C	18	72	49	32	64	-35*	22	-7.8*	56
CC([C@H]1CCC2C3CCC4C(=O)C(NC=O)=CC[C@]4(C)C3CC[C@@]21C)N(C)C (some centres undefined)	26	37	18	76	19	-46*	-3.9*	-7.8*	34
C/C(=N/NC(=O)Cn1c2ccccc2c2ccncc21)c1cccs1	98	109	101	95	97	108	95	100	104
Cc1cccc(-c2nc(NC(=O)c3cccnc3N)nc(NC(=O)c3cccnc3N)n2)c1O	102	102	106	97	97	104	104	108	91
CN(C)Cc1cc(C(C)(C)C)cc(C(C)(C)C)c1O	97	105	112	/	102	101	104	100	89
CN(C)c1ccc(/C=C2\Oc3cc(OCCN4CCCCC4)ccc3C2=O)cc1	83	101	94	95	99	81	95	61	87
CCOC(=O)c1sc(/N=C2\NC(=O)/C(=C3/C(=O)N(Cc4ccccc4)c4ccc(Cl)cc43)S2)nc1C	100	103	102	104	109	99	94	96	91
COc1ccc2c(c1)Cc1cc(NC(=O)c3ccccc3-c3ccccc3C(=O)O)ccc1-2	/	102	100	87	93	102	109	106	82
COc1ccccc1CNc1c2ccccc2nc2ccccc12	39	37	33	36	39	21	65	13	63
C/C(=N\NS(=O)(=O)c1ccc(C)cc1)c1ccccc1	95&99	105	102&103	97&97	102&99	100&96	104&98	101&107	84&103
CCCCCCCOc1c2c(nc3c1c1ccccc1n3C)-c1ccccc1C2	95	96	77	95	107	99	88	85	80
O=C(Nc1ccc(OS(=O)(=O)c2ccc(F)cc2)cc1)C12CC3CC(CC(C3)C1)C2	84	/	37	78	41	61	78	34	101
O=C(O)c1ccc(-n2cc(CNc3ccc(F)cc3)c(-c3ccc(C(F)(F)F)cc3)n2)cc1	79	64	79	84	102	89	81	83	/
Cc1ccc(S(=O)(=O)N(CC[C@@H]2C[C@H]2c2cc3ccccc3o2)C(=O)NC2CCCCC2)cc1	100	110	105	100	101	95	99	85	102
C=C1CCC2C3(C)COC(c4cccs4)OC3CCC2(C)C1CC(NCc1ccccc1)C1=CCOC1=O (centres undefined)	82	77	90	82	103	94	90	76	/
Cc1cc2c(C(C)C)c(O)c(O)c(/C=N/O)c2c(O)c1-c1c(C)cc2c(C(C)C)c(O)c(O)c(/C=N/O)c2c1O	1.1*	17	26	30	16	-11*	26	18	80
N#Cc1c(N)nc2c(nnn2-c2cccc(Br)c2)c1N	93	107	97	96	106	105	97	91	98

Filtered by structure: those above containing a Cl atom.
SMILES	U251	SF-295	KM12	SNB-19	HCC-2998	SF-539	SF-268	HCT-116	SNB-75
C#Cc1cccc(NC(=O)c2cccc(NC(=O)CCl)c2)c1	-94*[8.25 µM]	22[8.25 µM]	17[8.25 µM]	12[8.25 µM]	74[8.25 µM]	-97*[8.25 µM]	8.4*[8.25 µM]	-20*[8.25 µM]	-22*[8.25 µM]
CCOC(=O)COc1ccc(Cl)cc1	94	100	112	109	117	111	114	103	90
Cn1cc(-c2noc(-c3cn(C)c4ncc(Br)cc34)n2)c2cc(Cl)ccc21	97	63	76	63	94	49	59	35	56
Cc1ccc(C(C(=O)NC2CCCCC2)N(Cc2ccccc2Cl)C(=O)c2ccc(CN3CCOCC3)o2)o1 (centres undefined)	103	92	99	86	95	99	84	89	80
CCCCc1ccc(NC(=O)N(CCCl)N=O)cc1	81	74	94	89	117	82	79	97	90
O=C(NC1CCCCC1)c1ccc(Cl)cc1Cl	108	114	107	113	102	98	112	110	95
Cc1c(C(=O)NNC(=O)Nc2ccc(Cl)cc2)nnn1-c1ccc(Cl)cc1	98	93	100	89	102	94	100	92	56
CS(=O)(=O)Nc1cc(-c2ccc3ncnc(Nc4ccc(F)c(Cl)c4)c3c2)cnc1Cl	3.1*	-18*	7.7*	20	16	6.3*	12	1.3*	-16*
O=C(CCl)n1nnnc1Cc1ccccc1	90	91	116	96	95	92	106	102	85
O=C(Nc1ccc(Cl)c([N+](=O)[O-])c1)Nc1nc2ccccc2s1	84	71	106	84	86	84	106	66	94
O=C1C(Cl)=C(NCc2ccc(Cl)cc2)C(=O)N1c1cccc(C(F)(F)F)c1	93	104	93	96	93	92	96	91	68
CCOC(=O)c1sc(/N=C2\NC(=O)/C(=C3/C(=O)N(Cc4ccccc4)c4ccc(Cl)cc43)S2)nc1C	100	103	102	104	109	99	94	96	91
